High-throughput results as filed in PubChem BioAssay.
Caspase-1 inhib – allosteric or competitive inhibitors of human caspase-1. Potency, µM (top dose mostly 57.5 µM), inactives show at the highest dose activity change, negative = inhibition, most hits filed as inhibitors. P29466. AID 900. Caspase-1 enzyme, Ac-WEHD-AFC fluorogenic rate. hit rate 0.03% among 75,000;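 also: plate controls were vehicle for no effect and no substrate for full effect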
ERK AVP inh – blocks ERK signaling stimulated by vasopressin. Potency, µM (highest dose often 57.5 µM), for inactives: top-dose activity, negative = inhibition, usual class: inhibitors. HEK293-V1b, vasopressin-stimulated pERK AlphaScreen. hit rate 0.99% among 72,000; also: % is scaled to controls: 0 for no effect and ±100 for the full control effect; nearly all actives have a fitted effect of over 55% in size
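HEK293 cells stably expressing V1b receptor, preincubated 30 min at 37 °C with compound, then stimulated 5 min with 25 nM vasopressin. Phospho-ERK by AlphaScreen SureFire after 5 h RT; normalized to DMSO and vasopressin; AC50 by Hill fit.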
Casp7 inh – allosteric or competitive inhibitors of human caspase-7. AID 889. Potency, µM (series often up to 57.5 µM), inactives show at the highest dose activity change, negative = inhibition, actives largely listed as inhibitors. recombinant caspase-7, Ac-DEVD-AFC fluorescence rate. hit rate 0.02% among 75,000; active = well fitted inhibition curve with a large enough effect in the main read-out, with a control signal flat, not every such curve was filed as active; also: % of control where 0% means no effect
Target sequence (P55210 24-198 limits assumed): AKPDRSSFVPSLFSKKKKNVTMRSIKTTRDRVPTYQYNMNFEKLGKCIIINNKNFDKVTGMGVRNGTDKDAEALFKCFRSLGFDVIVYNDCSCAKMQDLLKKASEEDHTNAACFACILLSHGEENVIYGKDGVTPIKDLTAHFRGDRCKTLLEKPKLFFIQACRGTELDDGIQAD
Target sequence (P55210 207-303 limits assumed): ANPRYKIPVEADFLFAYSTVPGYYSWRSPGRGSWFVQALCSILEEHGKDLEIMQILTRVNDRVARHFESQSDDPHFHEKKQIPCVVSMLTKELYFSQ
Numbers without * were called inactive. Unless noted, calls follow the shape of the dose curve; as a rule, active = well fitted curve in the direction sought with a large enough effect; inconclusive = small, poorly fitted or top-dose-only effect, or another doubt; inactive = no such curve, though single readings can be large; an effect the other way counts as inactive or inconclusive. Potency is read from the fitted curve at half-maximal effect.

SMILES	Caspase-1 inhib	ERK AVP inh	Casp7 inh
CCn1cc(C(=O)O)c(=O)c2cc(F)c(N3CCNC(C)C3)c(F)c21 (stereo not drawn)	-2.5%	6.4%	-1.1%
CC12CCC3C(=CCc4cc(O)ccc43)C1CCC2=O (stereo not drawn)	-2.9%	2.6%	0.0%
CC(C)(C)NCC(O)COc1cccc2c1CC(O)C(O)C2 (stereo not drawn)	1.1%	21.6%	0.4%
O=C(O)c1cc(=O)c2ccccc2o1	3.3%	-2.8%	0.2%
COc1ccc(-c2cc(C(F)F)nn2-c2ccc(S(N)(=O)=O)cc2)cc1F	-0.4%	6.3%	0.7%
CC1CCC2(C(=O)O)CCC3(C)C(=CCC4C3(C)CCC3[C@@]4(C)CC(O)C(O)[C@@]3(C)CO)C2C1C (stereo partly drawn)	-2.5%	-5.0%	0.5%
Cc1ccccc1OCC(O)CO (stereo not drawn)	1.3%	1.8%	2.6%
CC(Cc1cccc(C(F)(F)F)c1)NCCOC(=O)c1ccccc1 (stereo not drawn)	-1.8%	4.5%	-3.6%
CN[C@@H]1[C@H](O)[C@H](NC)[C@H]2O[C@@]3(O)C(=O)C[C@@H](C)O[C@H]3O[C@@H]2[C@H]1O	-2.7%	-22.2%	-3.0%

Entries listed so far that contain fluorine (3):
SMILES	Caspase-1 inhib	ERK AVP inh	Casp7 inh
CCn1cc(C(=O)O)c(=O)c2cc(F)c(N3CCNC(C)C3)c(F)c21 (stereo not drawn)	-2.5%	6.4%	-1.1%
COc1ccc(-c2cc(C(F)F)nn2-c2ccc(S(N)(=O)=O)cc2)cc1F	-0.4%	6.3%	0.7%
CC(Cc1cccc(C(F)(F)F)c1)NCCOC(=O)c1ccccc1 (stereo not drawn)	-1.8%	4.5%	-3.6%

Entries of single compounds, looked up by structure. Screens in order: Caspase-1 inhib, ERK AVP inh, Casp7 inh
CC12CCC3C(=CCc4cc(O)ccc43)C1CCC2=O (stereo not drawn) in the list: -2.9%, 2.6%, 0.0%
CC1CCC2(C(=O)O)CCC3(C)C(=CCC4C3(C)CCC3[C@@]4(C)CC(O)C(O)[C@@]3(C)CO)C2C1C (stereo partly drawn) in the list: -2.5%, -5.0%, 0.5%
COc1ccc(-c2cc(C(F)F)nn2-c2ccc(S(N)(=O)=O)cc2)cc1F in the list: -0.4%, 6.3%, 0.7%

Not all compounds are listed, so the mix of outcomes need not match the whole.
